Assay outcomes deposited in PubChem BioAssay by National Center for Advancing Translational Sciences (NCATS).
N370S GC = qHTS Assay for Inhibitors and Activators of N370S glucocerebrosidase as a Potential Chaperone Treatment of Gaucher Disease. Lysosomal acid glucosylceramidase (Homo sapiens), P04062. N370S GC spleen homogenate, 4MU-glucoside fluorescence. Potency, µM (highest dose often 59.4 µM), for the others: at the highest dose activity change, negative = inhibition, hits mostly inhibitors. hit rate 0.092% among 330,000. AID 2101, 2009;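 also: 0% = full enzyme activity and -100% = no enzyme basal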
TDP1 inh = qHTS Assay for Inhibitors of Tyrosyl-DNA Phosphodiesterase (TDP1) | Potency, µM (highest dose often 130 µM), for inactives: at the top dose activity change, negative = inhibition, usual class: inhibitors | hit rate 0.28% among 350,000 | Tyrosyl-DNA phosphodiesterase 1 (Homo sapiens), Q9NUW8 | recombinant TDP1, AlphaScreen DNA substrate cleavage; also: nearly all actives have a fitted effect of over 40% in size
Target sequence (Q9NUW8 whole entry, looked up): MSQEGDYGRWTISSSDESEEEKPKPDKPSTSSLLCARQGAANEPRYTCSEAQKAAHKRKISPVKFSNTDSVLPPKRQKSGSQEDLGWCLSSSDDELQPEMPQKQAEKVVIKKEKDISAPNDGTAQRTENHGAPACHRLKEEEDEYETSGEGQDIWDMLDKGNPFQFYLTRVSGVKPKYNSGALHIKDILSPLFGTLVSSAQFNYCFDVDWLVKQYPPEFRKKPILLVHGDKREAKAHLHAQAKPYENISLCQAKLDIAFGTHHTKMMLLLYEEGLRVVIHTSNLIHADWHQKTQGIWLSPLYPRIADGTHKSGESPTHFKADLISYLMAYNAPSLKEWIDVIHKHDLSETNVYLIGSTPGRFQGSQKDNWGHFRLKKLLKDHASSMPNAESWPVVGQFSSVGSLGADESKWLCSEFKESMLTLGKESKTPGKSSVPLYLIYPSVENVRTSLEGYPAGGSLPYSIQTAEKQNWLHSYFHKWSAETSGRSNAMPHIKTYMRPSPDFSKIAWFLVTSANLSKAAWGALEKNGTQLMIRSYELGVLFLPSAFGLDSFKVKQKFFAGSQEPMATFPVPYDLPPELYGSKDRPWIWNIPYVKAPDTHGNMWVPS
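Recombinant human Tdp1 (E. coli-expressed, 1 nM final) preincubated with compounds 15 min at room temperature, then 5'-biotin/3'-phosphotyrosine-FITC DNA substrate (15 nM final) added for 5 min. AlphaScreen beads (10 ug/ml final) added 10 min; cleavage lowers signal.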
FEN1 inh = qHTS Assay for the Inhibitors of Human Flap endonuclease 1 (FEN1); Recombinant FEN1 flap cleavage, fluorescence, 15 min; hit rate 0.35% among 390,000; Potency, µM (top dose mostly 114 µM), for the others: at the top dose activity change, negative = inhibition, hits mostly inhibitors; AID 588795, 2011; P39748; also: nearly all actives have a fitted effect of over 65% in size
Target sequence (P39748 whole entry, looked up): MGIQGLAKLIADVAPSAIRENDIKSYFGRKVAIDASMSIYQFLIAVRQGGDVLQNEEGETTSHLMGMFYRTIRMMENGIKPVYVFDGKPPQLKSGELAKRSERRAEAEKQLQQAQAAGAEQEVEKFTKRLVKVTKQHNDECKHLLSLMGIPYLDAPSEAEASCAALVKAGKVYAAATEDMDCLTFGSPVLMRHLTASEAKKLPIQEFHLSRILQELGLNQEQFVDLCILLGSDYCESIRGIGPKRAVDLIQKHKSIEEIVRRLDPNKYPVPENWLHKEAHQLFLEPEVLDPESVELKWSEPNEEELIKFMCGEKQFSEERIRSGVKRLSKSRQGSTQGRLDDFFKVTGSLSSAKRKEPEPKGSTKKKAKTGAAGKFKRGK
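In this screen, 50 nM flap DNA substrate was added to 10 nM FEN1 pretreated with compound for 15 min at room temperature; cleavage was followed with reads at 0 and 15 min, and Hill fitting gave concentration–response parameters.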
* = called active by the depositor; ? = inconclusive; . = no result given; & = joins results of further samples; [ ] = another dose, or the depositor's remark. Calls follow the shape of the dose curve; as a rule, active = well fitted curve in the direction sought with a large enough effect; inconclusive = small, poorly fitted or top-dose-only effect, or another doubt; inactive = no such curve, though single readings can be large; an effect the other way counts as inactive or inconclusive. Unless noted, % is scaled to controls: 0 for no effect and ±100 for the full control effect; potency is read from the fitted curve at half-maximal effect.

canonical_smiles	N370S GC	TDP1 inh	FEN1 inh
COc1cc2[nH]c(=O)n(Cc3ccc(C(=O)N4CCN(c5ccc(Cl)cc5)CC4)cc3)c(=O)c2cc1OC	.	3%	-20%
NC(=O)c1cc(-c2ccccc2)nc2ccc(Br)cc12	-7%	.	3%
CCN(CC)S(=O)(=O)c1ccc(N2Cc3ccccc3C2=N)cc1	?	-3%	16%
CCOC(=O)c1c(S(=O)(=O)N2CCC(C(=O)Nc3ccccc3OC)CC2)c(C)n(CC)c1C	.	1%	19%
COC(=O)c1ccccc1NC(=O)c1c(O)c2cccc3c2n(c1=O)CCC3	7%	0%	.
COc1ccc(NC(=O)[C@@H](c2ccccc2)N2Cc3ccccc3C2=O)cc1OC	.	7%	-3%
Cc1ccc(OCc2nc(-c3ccccn3)no2)c(Br)c1	-6%[2.35 µM]	-7%	1%
CCCCOc1ccc(C(=O)OCC(=O)c2c(N)n(C)c(=O)n(C)c2=O)cc1	.	1%	-2%
c1ccc(-c2cc(N3CCOCC3)nc3ccccc23)cc1	-13%	-3%	0%
c1csc(CN2CCN(Cc3cccs3)C2c2cccs2)c1	1%	10%	-3%
CC(=O)Nc1ccc(S(=O)(=O)NC(C)c2nc(-c3ccccc3)no2)cc1 (stereo not given)	1%	2%	2%
CCOC(=O)/C=C/C(=O)Nc1cc(S(=O)(=O)Nc2ccc(OC)cc2)ccc1N1CCOCC1	-1%	3%[0.505 µM]	-6%
O=C(CCNS(=O)(=O)c1ccccc1F)N1CCN(C(c2ccccc2)c2ccccc2)CC1	-7%	-1%	-10%
Cc1cc(NC(=O)Cn2cc([N+](=O)[O-])cn2)n(Cc2ccc(F)cc2)n1	-4%	8%	-10%
N#C/C(=C/c1cccc([N+](=O)[O-])c1)C(=O)Nc1ccccc1O	-12%	.	-3%
CCn1c(C)c(C)c2cc(C(=O)NCCCN3CCCCCC3)ccc21	-10%	10%	7%
Cc1cc(C)nc(NS(=O)(=O)c2ccc(NS(=O)(=O)c3ccsc3)cc2)n1	10%	.	-3%
CC1Oc2ccccc2N(CC(=O)N2CCCCCC2)C1=O (stereo not given)	1%	2%	-15%
CCSC1=C(C#N)C(c2ccccc2Cl)C(C(=O)c2cccs2)C(O)(C(F)(F)F)N1 (stereo not given)	9%	0%	-22%
COc1cc(CCC(=O)Nc2ccncc2Cl)cc(OC)c1OC	-2%	2%	-7%
Cc1ccc2nc(NC(=O)[C@H](C)N3C(=O)C4CC=CCC4C3=O)sc2c1 (stereo not given in full)	24%	2%	-5%
CCOC(=O)c1cc2ccccc2nc1C	0%	5%	-4%
Cc1ccc(NC(=O)C2SC(=Nc3ccccc3)C(C(=O)Nc3ccc(Cl)cc3)=C2N)cc1 (stereo not given)	-8%	3%	-5%
O=c1[nH]c2ccccc2[nH]c1=O	1%	.	-4%
CCn1cc(/C=C(\NC(=O)c2ccc(C)cc2)C(=O)NCCCN2CCOCC2)c2ccccc21	7%	.	-4%
COc1ccc(C(CNC(=O)c2ccc(N3CCCC3=O)cc2)N(C)C)cc1 (stereo not given)	-3%	5%	-11%
O=C(CSc1nnc(-c2ccc(Cl)cc2)n1Cc1ccco1)c1cccs1	20%	12%	5%
O=C(Nc1ccccc1C(=O)NCc1ccccc1)c1ccccc1	18%	1%	-14%
Cc1cccc(CCNC(=O)C2CCN(S(=O)(=O)c3c(C)noc3C)CC2)c1	0%	-4%	-2%
CCCNC(=S)Nc1cccc(C(F)(F)F)c1	-1%	3%	-4%
CCOC(=O)/C(C#N)=C/NC(=O)NC(C)(C)C	-2%	5%	0%
O=C(NC(=S)N1CCN(C/C=C/c2ccccc2)CC1)c1ccc(Cl)nc1	-11%	3%	20%
COc1ccc(-c2ccc(C)cc2)cc1C1C2C=CCCC2(C)C(=O)N1Cc1ccccc1 (stereo not given)	12%	7%	-18%
Cc1ccc(OCCn2cc(C(=O)O)c3ccccc32)cc1	8%	0%	-14%
O=C(Cc1cccs1)N=Nc1c(O)[nH]c2ccc(Br)cc12	2%	5%	-23%
CC(C)(C)NC(=O)COc1ccc(CNCc2cccnc2)cc1	-5%	0%	4%
Cc1nc2cc(Cl)c(Cl)cc2n1CCCO	1%	2%	7%
CCn1c(NC(=O)c2ccc(C)cc2)c2ccccc2nc1=O	5%	-1%	-7%
CO/N=C/NC(=O)NOCc1ccc(Cl)cc1Cl	4%	-1%	5%
O=C(Oc1cc(=O)oc2ccccc12)c1ccccc1	8%	0%	1%
CC(=O)Nc1ccc(NC(=O)c2nc(S(=O)(=O)Cc3ccc(F)cc3)ncc2Cl)cc1	.	7%	-11%
O=c1c(NCc2cccs2)nccn1-c1ccccc1	.	3%	0%
CCCn1c(=O)c(C(=O)NCc2ccccc2OC)c(O)c2ccccc21	3%	.	1%
Cc1cc(-c2nn(-c3ccccc3F)cc2CN2CCN(c3ccncc3)CC2)c(C)s1	-12%	0%	-3%
COc1cc(/C=N\NC(=O)CNC(=O)C(c2ccccc2)c2ccccc2)ccc1O	-5%	1%	-1%
Cc1ccc2c(=O)cc(C(=O)Nc3sc4c(c3C(=O)NCc3cccnc3)CCCC4)oc2c1	.	6%	-8%
O=C1NCCN1CCNS(=O)(=O)c1ccc2ccccc2c1	7%	3%	5%
Cn1c(C(=O)NCCc2ccsc2)cc2c(=O)n(C)c3ccccc3c21	3%	-1%	-11%
COc1ccc(CC(=O)OCC(=O)Nc2ccc(OC(F)F)cc2)cc1OC	.	0%	-6%
Nc1nnc(SCC(=O)Nc2ccc(F)c(Cl)c2)n1-c1ccccc1	1%	-4%	-3%
Cc1nc2cc(C(F)(F)F)ccc2n1CCNc1nc(-c2ccc([N+](=O)[O-])c(Cl)c2)cs1	?	.	-1%
Cc1ccc(-c2nc(C)c(CCNC(=O)C(=O)Nc3ccc4c(c3)OCO4)s2)cc1	.	3%	21%
CC(C)OCC1CC(CC(=O)NC(=S)Nc2cccc([N+](=O)[O-])c2)C(=O)O1 (stereo not given)	4%	5%	17%
COc1ccc(OC)c(CNC(=O)CSc2c3c(nc4cc(Cl)ccc24)CCCC3)c1	.	6%	-6%
O=C(NCc1ccccn1)c1cc(-c2ccccc2Cl)on1	10%	6%	1%
CCOc1ccc(N(CC(=O)NCc2ccccc2)S(=O)(=O)c2ccc(C)cc2)cc1	0%	-9%	0%

Going on with the list.
canonical_smiles	N370S GC	TDP1 inh	FEN1 inh
c1ccc(-n2ncc3c(N4CCN(c5ccccn5)CC4)nc(N4CCOCC4)nc32)cc1	4%	4%	.
COc1ccc([C@@H]2CC(=O)c3c(O)cc(O[C@@H]4O[C@H](CO)[C@@H](O)[C@H](O)[C@H]4OC4O[C@@H](C)[C@H](O)[C@@H](O)[C@H]4O)cc3O2)cc1O (stereo not given in full)	6%	7%	.
N#Cc1nc(-c2ccc(COc3ccccc3)o2)oc1NCc1cccnc1	.	12%	-18%
O=C(CSc1ncccc1-c1nc2ccccc2[nH]1)N1CCc2ccccc21	15%	0%	5%
CN(CC(=O)NCCCN1CCOCC1)S(=O)(=O)c1cc(Cl)ccc1Cl	-5%	0%	5%
CNc1oc(-c2ccc(Cl)cc2)nc1C#N	-11%	6%	1%
CC(CCc1ccccc1)NC(=O)CSc1ccccc1 (stereo not given)	8%	-2%	-11%
O=C(NCc1ccc(F)cc1)c1ccc(CNc2c(N3CCOCC3)c(=O)c2=O)cc1	-7%	.	-1%
O=C(Nc1cc(Cl)cc(Cl)c1)c1ccno1	-7%	.	14%
COc1cc(C(=O)Nc2nc(-c3ccc(C)cc3)cs2)ccc1OCC(=O)N1CCOCC1	-5%	0%	-4%
CC(C)(CNC(=O)c1sc2cc(Cl)ccc2c1Cl)N1CCOCC1	-16%	.	8%
COc1cccc(CS(=O)(=O)c2nnnn2-c2ccccc2)c1	9%	2%	.
CC(C)c1ccc(C(CC(=O)c2ccc(Cl)cc2)C(=O)O)cc1 (stereo not given)	3%	2%	-13%
Cc1cccc(C)c1OCc1n[nH]c(=S)o1	0%	1%	-1%
COCCN(C(=O)COC(=O)c1cc(C)n(-c2ccccc2)c1C)c1c(N)n(Cc2ccccc2)c(=O)[nH]c1=O	-9%	6%[0.505 µM]	-5%
CC1N=C2c3ccccc3N=C(SCC(=O)NCCc3ccccc3)N2C1=O (stereo not given)	.	6%	6%

Continued.
SMILES,N370S GC,TDP1 inh,FEN1 inh
Cc1cccc(OCC(=O)Nc2ccc3nc(C)sc3c2)c1,10%,10%,5%
O=[N+]([O-])c1ccccc1S(=O)(=O)N1CCN(c2ccccn2)CC1,-5%,.,-1%
Nc1ccccc1SCc1csc(-c2ccc(Cl)cc2)n1,2%,-3%,-19%
O=C(CC1C(=O)NCCN1C(=O)c1ccc(Cl)cc1)Nc1ccc(F)cc1 (stereo not given),-29%,3%,-1%
O=C(Cn1nc(Cc2cccnc2)c2ccccc2c1=O)Nc1ccc(F)c(Cl)c1,.,4%,-9%
COc1ccc(Sc2ncnc3onc(C)c23)cc1,2%,-3%,-14%
Cc1ccccc1N(C)S(=O)(=O)c1nnc(NC(=O)c2ccco2)s1,28%,-9%&6%,3%&-1%
Cc1cc(/C(O)=C2\C(=O)C(=O)N(CCN(C)C)C2c2ccncc2)ccc1OCc1ccccc1 (stereo not given),22%,0%,-1%
N#Cc1c(=O)c2nc(NCc3ccccc3)ncc2n2ccccc12,5%,5%,-8%
O=C(O)CC(NC(=O)CC(c1ccccc1)c1ccccc1)c1cccc([N+](=O)[O-])c1 (stereo not given),-11%,.,0%

Record cards, from the list above.
Entry for CCn1c(NC(=O)c2ccc(C)cc2)c2ccccc2nc1=O → N370S GC: 5%; TDP1 inh: -1%; FEN1 inh: -7%
Entry for Cc1nc2cc(C(F)(F)F)ccc2n1CCNc1nc(-c2ccc([N+](=O)[O-])c(Cl)c2)cs1 → N370S GC: ?; TDP1 inh: .; FEN1 inh: -1%
Entry for Cc1cc(C)nc(NS(=O)(=O)c2ccc(NS(=O)(=O)c3ccsc3)cc2)n1 → N370S GC: 10%; TDP1 inh: .; FEN1 inh: -3%

Following part.
SMILES,N370S GC,TDP1 inh,FEN1 inh
O=C1CN(C(=O)COC(=O)c2oc3ccccc3c2COc2ccccc2)c2ccccc2N1,6%,4%,-10%
Cc1ccc2c(c1[N+](=O)[O-])C(=O)c1ccccc1C2=O,-3%,5%,.
O=C(C1CCN(CCCc2ccccc2)CC1)N1CCCCC1,9%,-9%,2%
COC(=O)c1ccc(C(=O)OC)c(NC(=O)CN2CCCCC2)c1,-2%,-3%,-10%
CCOc1cc(N2CCOCC2)c(OCC)cc1NC(=O)c1cc(C)nc2ccccc12,2%,2%,-3%
CCn1c2ccccc2c2cc(NS(=O)(=O)c3ccc(C)cc3)ccc21,22%,5%,-18%
COc1ccc(C(=O)Nc2ccc(C(=O)N3CCCCC3C)cc2)c(OC)c1OC (stereo not given),-1%,5%,-12%
CCOc1ccccc1CNC(=O)C(CC)n1nc(C)c2c(C)n(-c3ccccc3)nc2c1=O (stereo not given),.,6%,0%
O=C(Cn1cnc2ccccc2c1=O)N(Cc1ccco1)c1ccc(O)cc1,-15%,0%,-2%
O=C(NCC1CCCO1)C1CC(c2ccc(Cl)c(Cl)c2)=NO1 (stereo not given),-3%,7%,10%
O=C(NCCN1C(=O)S/C(=C\c2ccc(F)cc2)C1=O)C1CCN(S(=O)(=O)c2cccs2)CC1,9%,-4%,0%
CNC(=O)NC(=O)C(C)OC(=O)c1ccc(Cl)c(S(=O)(=O)Nc2ccc(F)cc2)c1 (stereo not given),0%,0%,-2%
COc1cccc(-c2cncnc2NCc2ccc(OC)cc2OC)c1,-7%,8%[56.1 µM],.
Cc1nn(C)c(C)c1CS(=O)(=O)c1ccccc1,-3%,0%,0%
COc1cc(-c2nnn(Cc3ccccc3C)n2)cc(OC)c1OC,4%,.,-24%
COc1cc(OC)cc(-c2sc3ccc(OC)cc3c2C#CC(C)(C)O)c1,.,-6%,?
O=c1[nH]c2c(s1)C(c1ccco1)C1C3CCC(C3)C1S2 (stereo not given),-2%,4%,-14%
COc1ccc(C(=O)NCC(=O)OCC(=O)Nc2sccc2C#N)cc1OC,4%,3%,1%
